ABCB6 inh MLPCN: inhibitors of human ABC transporter ABCB6; hit rate 0.19% among 360,000; fluorescence ratio to DMSO, % at 10 µM; Q9NP58; K562-ABCB6 porphyrin accumulation, flow cytometry, 1 h; active compounds read low;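 active means fluorescence ratio to DMSO below 75%, the collection mean minus 3 SD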;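 further: signal is porphyrin accumulated inside mitochondria; 100% equals median channel fluorescence of DMSO control wells; lower ratio means ABCB6 inhibition with less porphyrin fluorescence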
Target sequence (Q9NP58 whole entry, looked up): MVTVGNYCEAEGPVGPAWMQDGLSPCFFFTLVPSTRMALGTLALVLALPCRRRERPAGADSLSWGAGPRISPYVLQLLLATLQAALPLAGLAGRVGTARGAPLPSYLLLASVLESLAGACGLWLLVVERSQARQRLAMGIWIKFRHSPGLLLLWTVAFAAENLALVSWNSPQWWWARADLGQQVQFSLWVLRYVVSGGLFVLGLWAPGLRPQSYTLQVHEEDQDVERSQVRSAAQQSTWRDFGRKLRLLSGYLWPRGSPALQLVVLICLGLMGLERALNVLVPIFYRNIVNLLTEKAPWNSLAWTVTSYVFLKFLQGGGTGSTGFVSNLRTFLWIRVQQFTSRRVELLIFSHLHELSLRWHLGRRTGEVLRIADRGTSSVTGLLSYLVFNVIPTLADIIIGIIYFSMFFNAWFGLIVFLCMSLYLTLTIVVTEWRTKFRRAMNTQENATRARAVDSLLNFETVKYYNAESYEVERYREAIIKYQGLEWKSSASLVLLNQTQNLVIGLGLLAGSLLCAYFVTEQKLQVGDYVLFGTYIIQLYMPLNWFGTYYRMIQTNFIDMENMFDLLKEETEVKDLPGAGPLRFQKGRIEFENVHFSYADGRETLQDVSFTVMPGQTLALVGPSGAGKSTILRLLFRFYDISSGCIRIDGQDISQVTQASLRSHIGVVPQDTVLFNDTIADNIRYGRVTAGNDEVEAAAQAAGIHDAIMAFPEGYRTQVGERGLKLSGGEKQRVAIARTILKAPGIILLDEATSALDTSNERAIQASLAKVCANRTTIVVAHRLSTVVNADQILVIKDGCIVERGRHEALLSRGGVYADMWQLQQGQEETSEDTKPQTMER
Vif imaging: blocks HIV Vif function. HEK293T cells, Vif self-association by quenched fluorescence, imaging, 24 h. inhibition, % at 7.49 µM. hit rate 0.35% among 340,000; in the data active means inhibition above about 50%, passing the limit was not always enough; further: some results filed as inactive read as strong as hits
Glyco luc inh: N-linked glycosylation inhibition; D54 ERlucT glycosylation luciferase reporter, 24 h; percent of 100 nM tunicamycin response; reporter increase, % at 12.5 µM; hit rate 0.23% among 360,000;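 active means mean luciferase reporter signal, scaled so untreated is 0 and the glycosylation-blocking control 100, at or above a set limit in every replicate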;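 further: luciferase carries N-glycosylation sites so blocking glycosylation raises the light; 0% = median of neutral control wells and 100% = median of 100 nM tunicamycin wells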
PDI turbidity: PDI (human) enzyme inhibition | inhibition, % at 10 µM | AID 588391 | P07237 | hit rate 0.052% among 350,000 | PDI insulin aggregation turbidity, A650, 90 min;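 active means mean inhibition across replicates of 30% or more, whatever share of single replicates reach that level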;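 further: absorbance from insulin aggregation driven by PDI reduction with DTT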
iPSC survival up: enhancers of human iPSC single-cell survival; hiPSC single-cell survival, ATPlite luminescence; 100% = ROCK inhibitor wells, 0% = DMSO; survival enhancement, % at 20 µM; hit rate 0.044% among 360,000; in the data active means survival enhancement above about 18%;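 further: cells exposed to compounds for 16 hours before the ATP read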
H9c2 protect: modulators protecting cardiomyocytes from myocardial damage; H9c2 cardiomyocytes, H2O2 injury protection, ATPLite, 2 h; protection from H2O2 cell death, % at 20 µM; hit rate 0.63% among 360,000;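 active means compounds giving at least 50% protection of heart cells from peroxide-induced death in the single-dose screen, raw or plate-pattern-corrected value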;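 further: 0% = DMSO wells with peroxide and 100% = DMSO wells without peroxide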
CaV13 ICDI inh: Primary screen for inhibitors of IQ motif and Ca2+-dependent inactivation inhibitor domain binding in CACNA1D, Förster resonance energy transfer in living cells, …; inhibition, % at 12.3 µM; AID 743397; hit rate 0.098% among 340,000; HEK cells, CFP/YFP FRET ICDI-IQ, plate reader, 10 min; percent FRET-ratio fall versus neutral wells;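 active means mean replicate inhibition of at least 30% and at least 1% of replicates passing that level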;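 further: 0% = median of the neutral control wells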
aDG glyco up: increases alpha dystroglycan glycosylation; Pro5-aDG cells, alpha-DG glycosylation AlphaScreen (IIH6); 0% Pro5, 100% B10-LARGE cell signal; activation, % at 10 µM; hit rate 0.22% among 360,000;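 active means activation of at least 8% versus controls, or a plate z-score of at least 8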;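 further: Pro5 are CHO cells carrying HIG-tagged alpha-DG that lacks glycosylation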
Granule exo inh: blocks lytic granule exocytosis; TALL-104 LAMP-1 surface exposure, flow cytometry; cells stimulated with thapsigargin and PMA; inhibition, % at 10 µM; hit rate 0.66% among 360,000;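 active means inhibition above about 55%, limit read from the data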
m5-HT2A agonist: mouse HTR2A agonism via beta-arrestin recruitment; P35363; AID 624169; activation, % at 7.6 µM; hit rate 0.66% among 360,000; CHO-K1 mHTR2A beta-arrestin complementation, luminescence; percent of 30 µM serotonin response;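 active means activation above a run cutoff, the mean activation of all tested compounds plus 3 SD, cut at about 14% in these data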;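 further: 0% = plate median of compound wells and 100% = 30 µM serotonin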
An asterisk follows results filed as active; i = inactive; . = not tested or not shown.

Structure	ABCB6 inh MLPCN	Vif imaging	Glyco luc inh	PDI turbidity	iPSC survival up	H9c2 protect	CaV13 ICDI inh	aDG glyco up	Granule exo inh	m5-HT2A agonist
CCOc1ccc(CN2CCN(Cc3cnn(CC)c3C)CC2CCO)cc1 (stereo unspecified)	96	.	-1	0	0.3	1	-4	-0.1	-2	-1
COc1cc(CC2C(=O)OCC2C(=O)c2ccc3c(c2)OCO3)cc(OC)c1OC (stereo unspecified)	98	-3	2	4	2.7	10	-7	0.0	-6	2
O=C(COC(=O)c1cc(Cl)cc(Cl)c1)NCCN1C(=O)CSC1=O	97	-1	2	4	1.0	6	-4	-0.3	-1	2
O=S(=O)(Nc1nc2ccccc2nc1N1CCN(c2ccccn2)CC1)c1ccc(Cl)cc1	295	-9	0	-2	-1.9	-7	-4	0.1	-3	3
O=C(O)c1ccccc1/C=N/Nc1ccc(S(=O)(=O)N2CCCC2)cc1[N+](=O)[O-]	107	0	1	2	-0.7	0	-2	-0.1	7	0
CC(=O)c1cccc(CN2CCCC(C(=O)Nc3ccc(-c4ccco4)cc3)C2)c1 (stereo unspecified)	98	4	0	9	1.9	7	-5	-0.3	7	-3
N/C(=N\OC(=O)c1cccc(Cl)c1)c1ccccn1	97	-3	-20	-14	-2.8	-27	-2	0.4	-1	-3
O=C(O)CCCNS(=O)(=O)/C=C/c1ccccc1	96	2	3	-3	3.0	0	-8	0.0	18	2
CC1(C(=O)NS(=O)(=O)c2cccc(OC(F)F)c2)CCN1C(=O)c1ccccc1CCc1ccccc1 (stereo unspecified)	104	-6	-1	6	6.1	-3	-7	-0.1	3	-2
COc1cc(/C=N/NC(=O)C(C)n2nnc3ccccc32)ccc1O (stereo unspecified)	202	.	1	-8	1.1	-3	-1	0.1	-7	2
COc1ccc2c(c1)/C(=C/c1cc(OC)c(OC)c(OC)c1)C(=O)N2	i	-21	1	0	0.8	37	-7	0.3	4	8
O=C(/C=C/c1ccc2c(c1)OCO2)Nc1cccnc1	93	-1	-7	1	-3.6	-28	-1	0.8	2	-1
COc1cc(C(=O)NCCc2ccc(F)cc2)ccc1OCC(=O)N1CCOCC1	100	-12	0	13	-0.5	7	.	0.0	-2	-8
Cc1ccc(-c2nnc(SCC(=O)NC3CC3)o2)cc1	96	-1	1	-2	-0.6	-2	-3	-0.1	0	0
CCc1c(C)nc2c(C#N)c(C)[nH]n2c1=O	91	.	2	9	-0.3	0	.	0.1	-3	8
O=C(Nc1cccc(C(F)(F)F)c1)C(Sc1n[nH]c(=O)[nH]c1=O)c1ccccc1 (stereo unspecified)	94	-10	-1	0	-0.7	-4	7	-0.1	-3	3
CCOc1ccc(-c2csc(N)c2C(=O)OC)cc1	88	4	0	3	-0.3	-9	-4	-0.3	-2	1
O=C(CSc1nc2ccccc2s1)NC(=O)NCc1ccco1	103	3	-1	14	-0.3	6	-6	0.2	-2	0
Cc1onc(-c2c(Cl)cccc2Cl)c1C(=O)Nc1c(C)n(C)n(-c2ccccc2)c1=O	89	1	0	2	0.6	17	-2	0.2	-1	0
COc1cccc(N2CCN(C(=O)c3ccc(CS(=O)Cc4ccccc4Cl)o3)CC2)c1 (stereo unspecified)	98	-3	1	-1	0.0	12	-2	-0.1	4	-7

Sorted by molecular weight (highest first): part of the list above
Structure	ABCB6 inh MLPCN	Vif imaging	Glyco luc inh	PDI turbidity	iPSC survival up	H9c2 protect	CaV13 ICDI inh	aDG glyco up	Granule exo inh	m5-HT2A agonist
Cc1onc(-c2c(Cl)cccc2Cl)c1C(=O)Nc1c(C)n(C)n(-c2ccccc2)c1=O	89	1	0	2	0.6	17	-2	0.2	-1	0
O=C(O)c1ccccc1/C=N/Nc1ccc(S(=O)(=O)N2CCCC2)cc1[N+](=O)[O-]	107	0	1	2	-0.7	0	-2	-0.1	7	0
COc1cc(C(=O)NCCc2ccc(F)cc2)ccc1OCC(=O)N1CCOCC1	100	-12	0	13	-0.5	7	.	0.0	-2	-8

Next part
Structure	ABCB6 inh MLPCN	Vif imaging	Glyco luc inh	PDI turbidity	iPSC survival up	H9c2 protect	CaV13 ICDI inh	aDG glyco up	Granule exo inh	m5-HT2A agonist
Cc1cc(OC(=O)c2ccc(C(F)(F)F)cc2)c([N+](=O)[O-])c(=O)[nH]1	134	1	0	-3	0.1	2	-5	-0.2	-2	0
COc1ccc(C(=O)N2CCN(Cc3ccccc3C(F)(F)F)CC2)cc1	105	-4	-3	-3	-0.9	0	1	0.2	3	-3
Cc1cc(=O)oc(C)c1C(=O)NCc1ccccc1	89	-4	-1	0	-2.1	0	-4	1.5	-2	1
Cc1ccccc1CS(=O)(=O)Cc1ccc(C(=O)NCc2ccco2)o1	84	5	2	7	-0.6	3	-4	0.0	-2	1
CC(C)(C)c1cc(NC(=O)COC(=O)C2CC2)n(-c2ccccc2)n1	96	26	0	9	2.1	3	-4	-0.3	1	-2
O=C(NCC12CC3CC(CC(C3)C1)C2)c1nn2c(c1Cl)NC(c1ccco1)CC2C(F)(F)F (stereo unspecified)	97	0	-7	-6	-0.2	-14	-4	0.1	6	6
CN(C)c1cccc2c(S(=O)(=O)N3CCOCC3)cccc12	93	21	0	5	-3.4	6	1	-0.4	0	0
Cc1nn(C)c(C(=O)NC(=S)Nc2ccccc2Br)c1Cl	96	-3	-4	-7	-0.6	-5	.	0.1	-4	-4
COc1ccc(Cl)cc1C(=O)NNC(=O)c1ccc(F)c(S(=O)(=O)N2CCOCC2)c1	101	0	1	6	2.6	-2	-5	0.1	-12	1
CN(C)S(=O)(=O)c1ccc(C(=O)NCc2ccccc2)cc1	98	-2	2	-5	-0.2	12	-5	0.4	6	1
CCOC(=O)c1ccc(NC(=S)NCCCN2CCN(C3CCCCC3)CC2)cc1	94	-4	-2	21	-0.4	-4	-16	0.1	4	-8
CCc1nnc(NC(=O)/C=C/c2cccs2)s1	92	1	1	1	0.0	3	3	0.1	-4	6
Cc1cccc(CC(=O)NCCS(=O)(=O)N2CCN(c3cccc(Cl)c3)CC2)c1	98	7	0	1	1.9	-1	-2	0.4	-6	-4
COCCn1c(SCC(=O)Nc2ccc(F)cc2F)nc2c(c1=O)SCC2	97	.	3	4	0.7	4	-11	0.0	2	-1
CNC(=O)c1c(NC(=O)CS(=O)(=O)c2ccccc2)sc(C)c1C	99	6	0	9	0.1	-3	-5	0.1	0	-2
COc1ccc(NC(=O)c2ccc(C(=O)c3cc(OC)ccc3OC)cc2)cc1	98	4	0	-2	2.0	-4	-7	0.0	-1	-15
Cc1nnc2ccc(-c3ccc(NS(=O)(=O)c4ccc(F)cc4F)cc3)nn12	103	71*	4	20	3.7	15	-7	-0.1	-4	-1
CN(C)c1nc(N(C)C)nc(N(C#N)Cc2ccc(Cl)cc2)n1	97	9	-4	-2	0.2	-7	-16	0.0	13	-4
Cc1ccccc1NC(=O)CNC(=O)c1ccc(C(F)(F)F)cc1	101	-3	4	14	1.7	-1	-5	0.2	0	-5
N/C(=N\c1nc2ccccc2o1)NC(=O)c1ccc(Cl)cc1	96	6	-1	-2	-2.1	-13	4	-0.5	-10	1
Fc1ccc(-c2ccc(/C=N/n3cnnc3)o2)cc1	98	9	0	-12	-0.1	2	-19	0.1	-10	1
CCCNC(=O)Nc1nc(C(N)c2ccc(OC)cc2)cs1 (stereo unspecified)	99	0	-1	10	0.9	12	-4	0.3	2	3
Cc1c(C(c2cccc([N+](=O)[O-])c2O)c2c(C)n(C)n(-c3ccccc3)c2=O)c(=O)n(-c2ccccc2)n1C	102	-2	-2	-2	2.8	1	-8	-0.3	-1	-1
CCN1C/C(=C\c2cc(OC)c(OC)c(OC)c2)C2=NN(c3ccccc3)C(c3cc(OC)c(OC)c(OC)c3)C2C1 (stereo unspecified)	97	9	0	1	-1.5	29	-7	0.3	0	1
CN(C)S(=O)(=O)c1ccc(C(=O)OCC(=O)NC(=O)NCc2ccccc2)cc1	96	12	3	0	1.5	-6	-4	0.3	-4	-2
CCCc1nc(N2CCCC2)c(C#N)c2c1CCCC2	94	-11	-2	-7	-1.7	-21	-3	-0.1	2	-6
COc1ccc(CNC(=O)N2CCN(S(=O)(=O)c3ccc(C)cc3C)CC2)cc1	99	12	-2	-4	0.2	-5	-6	0.0	-6	2
O=C(NC(Cc1ccccc1)C(=O)O)NC12CC3CC(CC(C3)C1)C2 (stereo unspecified)	101	5	0	0	1.3	5	-19	-0.1	0	-2
Cc1cc(C)n(CCc2nc(-c3ccc(-c4ccccc4)cc3)cs2)n1	101	-6	-2	-1	-1.5	-9	-2	0.3	4	4
Cc1nc2nc(-c3ccc(F)cc3)cn2nc1C	104	-15	-15	-4	2.0	-5	-22	0.0	0	-1

In the list so far, these contain a COOH group.
Structure	ABCB6 inh MLPCN	Vif imaging	Glyco luc inh	PDI turbidity	iPSC survival up	H9c2 protect	CaV13 ICDI inh	aDG glyco up	Granule exo inh	m5-HT2A agonist
O=C(O)c1ccccc1/C=N/Nc1ccc(S(=O)(=O)N2CCCC2)cc1[N+](=O)[O-]	107	0	1	2	-0.7	0	-2	-0.1	7	0
O=C(O)CCCNS(=O)(=O)/C=C/c1ccccc1	96	2	3	-3	3.0	0	-8	0.0	18	2
O=C(NC(Cc1ccccc1)C(=O)O)NC12CC3CC(CC(C3)C1)C2 (stereo unspecified)	101	5	0	0	1.3	5	-19	-0.1	0	-2

Marked active in Vif imaging (from the list above):
SMILES | ABCB6 inh MLPCN | Vif imaging | Glyco luc inh | PDI turbidity | CaV13 ICDI inh | aDG glyco up | Granule exo inh | m5-HT2A agonist
Cc1nnc2ccc(-c3ccc(NS(=O)(=O)c4ccc(F)cc4F)cc3)nn12 | 103 | 71* | 4 | 20 | -7 | -0.1 | -4 | -1

From PubChem

Compounds were not picked by outcome; about 3.1% have a hit in one of these screens.
